From PubChem
RmlCD inh mix: RmlC/RmlD inhibition, mixture screen | RmlC/RmlD coupled enzyme inhibition, 384-well mixture HTS | inhibition, % at 5.5 µM | hit rate 0.39% among 110,000; in the data active means inhibition above about 30%, passing the limit was not always enough; inconclusive means no clear call, values can overlap the other calls; further: strong numbers were not always called active
HIV RNase H inh: inhibitors of HIV-1 reverse transcriptase RNase H | AID 565 | RT-RNase H RNA/DNA duplex cleavage, fluorescence | inhibition, % at 10 µM | hit rate 1.9% among 65,000; in the data active means inhibition above about 50%
Starred values were filed as active, the others as inactive; ? = inconclusive; / = no result given. An excerpt; count on the stated rates, not on these rows.

SMILES	RmlCD inh mix	HIV RNase H inh
CCOc1ccc(C2C(C(=O)c3ccco3)=C(O)C(=O)N2Cc2cccnc2)cc1OC (stereo not given)	10.7	-7.1
CC(C)(C)C(=O)NCCc1nc2ccccc2n1CC(=O)c1ccc(Cl)cc1	-1.9	/
O=C(CSc1nncs1)NC(=O)NCc1ccccc1	-5.3	-2.9
CCC1CCCCN1Cc1ccc(OC)c(OC)c1 (stereo not given)	14.7	-4.7
COc1cc2c(cc1OC)CN(C(=O)CSc1nnc(C)s1)CC2	-7.5	3.5
CC1(C)Cc2ccccc2C2CC(O)C(=O)N21 (stereo not given)	4.9	25.0
COc1ccc2c(c1OC)CCC2=O	-9.1	/
CCCn1c(N)c(C(=O)CSc2nc(C)cs2)c(=O)[nH]c1=O	4.8	/
C=CCn1c(SCn2nnc3ccccc3c2=O)nnc1-c1ccc(F)cc1	-61.3	-3.4
CCC(c1nnnn1C(C)(C)CC)N(CCCO)Cc1cc2cccc(C)c2[nH]c1=O (stereo not given)	-0.4	0.1
OCCN1CCN(CC(O)COc2ccc(Cl)cc2)CC1 (stereo not given)	-13.2	/
Cc1ccc(N(CC(=O)O)C2SC(=O)NC2=O)cc1 (stereo not given)	-0.9	8.0
Clc1cccc(N/N=C/c2ccc(N3CCOCC3)cc2)c1	16.2	/
COC(=O)c1ccccc1NC(=S)NC(NC(=O)c1ccco1)C(Cl)(Cl)Cl (stereo not given)	-9.8	/
O=C(NNC(=O)c1ccccc1[N+](=O)[O-])c1cnccn1	-6.8	/
O=C1Cc2ccccc2N1c1ccccc1	43.9	-10.9
CCOC(=O)c1oc2ccccc2c1NC(=O)CN1CCN(C)CC1	-12.6	-3.9
Cc1nc2ccccc2c2oc(C(=O)NC3CC3)cc12	10.5	-16.9
Cc1nc2n[nH]c(N)c2c2c1COC(C)(C)C2	-168.3	-12.4
Cn1c(CO)cnc1SCc1ccc([N+](=O)[O-])cc1	9.8	/
O=C(/C=N/O)NCCCN1CCCCCC1	-9.4	-4.3
CCc1ccccc1NC(=O)c1ccc(F)c(S(=O)(=O)N2CCC(C(N)=O)CC2)c1	-17.0	15.7
CC(C)Sc1cc(N2CCOCC2)nc(-c2ccc(Cl)cc2)n1	-11.5	/
CC1=C(C(=O)Nc2ccc(F)cc2)C(c2ccc(C)o2)C2=C(CC(C)(C)CC2=O)N1 (stereo not given)	27.0	5.5
CC(=O)N1CCN(c2ccc(N=Cc3c(O)n(Cc4ccccc4)c(=O)[nH]c3=O)cc2)CC1	8.9	-19.3
CCOC(=O)c1nc2cc3n(c(C)c-2c1C)C(C)C(C)=C3C (stereo not given)	-0.8	/
COc1ccc(C2CCN(Cc3cccnc3)CC2O)cc1 (stereo not given)	3.7	22.6
Cc1cccc(C)c1NC(=O)N1CC=C(n2c(=O)[nH]c3ccccc32)CC1	11.3	-11.6
Cc1cc2n(n1)C(c1ccc(N(C)C)cc1)Nc1ccccc1-2 (stereo not given)	?	17.9
O=C1CC(CCC(=O)NC2CC2)c2ccccc2N1 (stereo not given)	9.0	-5.2
Cc1ccccc1OCc1nnc(SCC(=O)NCc2ccccc2)n1C	-17.7	-1.5
CCOC(=O)c1cccc(NC(=O)c2c(O)[nH]c(=O)[nH]c2=O)c1	3.8	/
COc1ccc(CCNc2oc(-c3ccco3)nc2C#N)cc1	-11.7	-29.5
COc1ccccc1CCNC(=O)c1ccoc1C	13.8	-19.2
O=C(Nc1ccc(N2CCCCC2)cc1)c1cncc(Br)c1	-13.9	9.8
c1ccc(Nc2nc3ccccc3o2)cc1	-1.0	/
CCCCOC(=O)Nc1cc(C)c(Cl)cc1OC	-9.7	/
O=C(COc1ccc2c(c1)C(=O)CC1(CCCCC1)O2)NCc1ccccn1	17.4	-26.5
O=C(O)C1C2C=CC(C3CC23)C1C(=O)O (stereo not given)	5.8	0.0
Cc1ccc(NC(=O)c2ccnc(C(C)(C)C)c2)cc1	4.4	/

Three of the compounds above, in markdown.
| Structure | RmlCD inh mix | HIV RNase H inh |
| --- | --- | --- |
| O=C(/C=N/O)NCCCN1CCCCCC1 | -9.4 | -4.3 |
| CCc1ccccc1NC(=O)c1ccc(F)c(S(=O)(=O)N2CCC(C(N)=O)CC2)c1 | -17.0 | 15.7 |
| CC(C)Sc1cc(N2CCOCC2)nc(-c2ccc(Cl)cc2)n1 | -11.5 | / |

Next records
SMILES	RmlCD inh mix	HIV RNase H inh
N#C/C(C(N)=O)=c1/ccc2c(c1)N1C3=C(CCCC3)CC3CCCCC31N=2 (stereo not given)	-8.7	2.7
CC(C)(C)c1cc(C(=O)O)n[nH]1	4.8	/
O=C(CN1C(=O)c2ccccc2C1=O)N1CCN(c2ccccn2)CC1	8.9	-13.0
C=CCn1c(SCC(=O)Nc2ccccc2CC)nnc1-c1ccncc1	7.4	4.1
CCCCOc1ccc(C)cc1CN(CCO)CCO	-9.8	-3.8
CNS(=O)(=O)c1cc(OCC(N)=O)c(C)cc1Cl	-7.2	-3.6
COC(=O)C1CCN(C(=O)COC(=O)c2n[nH]c3ccccc23)CC1	8.6	-1.9
CCN(CC)CCN(Cc1cc2cc(C)ccc2[nH]c1=O)C(=O)Nc1ccccc1OC	/	-1.6
Cc1ccccc1N(CC(=O)NCc1ccncc1)S(C)(=O)=O	-1.1	5.9
FC(F)(F)c1cc(-c2ccccc2)nc(-n2cncn2)n1	-2.9	-14.8
CCOc1ccc(/C=C/[N+](=O)[O-])c2ccccc12	-7.0	/
O=C(O)c1cc2ccccc2n1-c1ccccc1	-10.7	-10.1
O=C(COC(=O)CCC(=O)c1ccc2c(c1)OCCO2)NCc1ccc2c(c1)OCO2	-11.2	-20.7
CCN(CC)CCOCCOc1ccccc1F	6.5	/
Nc1nnnn1NCc1cccc(OCc2ccccc2)c1	3.5	-21.2
CC1(c2nnc(-c3ccccc3)o2)CC(c2c(Cl)cccc2Cl)=NO1 (stereo not given)	-1.8	/
COc1ccccc1N(CC(=O)NC1CCCCC1)C(=O)CCC(=O)Nc1ccccn1	19.1	7.1
COc1ccccc1C1=CC(=O)CCC1	7.6	/
CCCn1nc(C(=O)Nc2cc(C(=O)OC)ccc2C)c2ccccc2c1=O	3.7	-3.0
Cc1noc(N)c1C(=O)Nc1ccc(F)cc1	-33.5	-1.9

Structural class: those above with fluorine
SMILES	RmlCD inh mix	HIV RNase H inh
C=CCn1c(SCn2nnc3ccccc3c2=O)nnc1-c1ccc(F)cc1	-61.3	-3.4
CCc1ccccc1NC(=O)c1ccc(F)c(S(=O)(=O)N2CCC(C(N)=O)CC2)c1	-17.0	15.7
CC1=C(C(=O)Nc2ccc(F)cc2)C(c2ccc(C)o2)C2=C(CC(C)(C)CC2=O)N1 (stereo not given)	27.0	5.5
FC(F)(F)c1cc(-c2ccccc2)nc(-n2cncn2)n1	-2.9	-14.8
CCN(CC)CCOCCOc1ccccc1F	6.5	/
Cc1noc(N)c1C(=O)Nc1ccc(F)cc1	-33.5	-1.9

Arranged by count of non-hydrogen atoms (highest first): part of the list above
SMILES	RmlCD inh mix	HIV RNase H inh
O=C(COC(=O)CCC(=O)c1ccc2c(c1)OCCO2)NCc1ccc2c(c1)OCO2	-11.2	-20.7
CCCn1nc(C(=O)Nc2cc(C(=O)OC)ccc2C)c2ccccc2c1=O	3.7	-3.0
N#C/C(C(N)=O)=c1/ccc2c(c1)N1C3=C(CCCC3)CC3CCCCC31N=2 (stereo not given)	-8.7	2.7
O=C(CN1C(=O)c2ccccc2C1=O)N1CCN(c2ccccn2)CC1	8.9	-13.0
CC1(c2nnc(-c3ccccc3)o2)CC(c2c(Cl)cccc2Cl)=NO1 (stereo not given)	-1.8	/
Nc1nnnn1NCc1cccc(OCc2ccccc2)c1	3.5	-21.2

Next records
SMILES	RmlCD inh mix	HIV RNase H inh
O=C(c1ccc(Cl)s1)N1CCN(c2nc3ccccc3s2)CC1	4.3	-13.4
Cc1cc(N2CCCC2)nc(-c2ccccc2O)n1	-35.3	-2.1
C/C(Cn1nc([N+](=O)[O-])cc1C)=N\NC(=O)c1ccc(O)cc1O	13.2	/
Cc1cc(=O)oc2cc(OCC(O)CN3CCc4ccccc4C3)ccc12 (stereo not given)	-2.0	7.2
CN(C)CCCNCCCNC(=O)c1ccco1	1.1	-7.1
Cn1c(=O)[nH]c(=O)c2c1nc(CN1CCN(c3cccc(Cl)c3)CC1)n2Cc1ccccc1Cl	-9.9	3.6
CCOC(=O)C1CCN(Cc2ccc(F)c(Br)c2)CC1	-10.0	-3.6
O=C(c1ccc(-n2cnnn2)cc1)N1CCN(C(c2ccccc2)c2ccccc2)CC1	11.7	-14.0
O=C(C1=C[C@H](C2CCCCC2)C[C@H](OCCCCO)O1)N1CCOCC1	-7.8	/
COc1ccc(CNC(=O)c2cc(-c3ccccc3O)n[nH]2)cc1	14.5	-7.2
Cc1cc(C)n2nc(S(=O)(=O)N(C)c3ccccc3)nc2n1	-8.4	-15.0
O=C1[C@@H]2[C@H](C(=O)N1Cc1cccnc1)[C@H]1C=C[C@@H]2C1	-6.1	/
CC(O)Cn1c(=O)c2c(nc(Br)n2Cc2ccccc2)n(C)c1=O (stereo not given)	9.9	/
Cc1cc2cc(CNC(=O)C3CC3)ccc2n1C	6.9	-0.5
COc1ccc(N(C(=O)Nc2ccc(Cl)cc2)C2=NCCC2)cc1	-12.7	-28.4
O=C(COC(=O)C1c2ccccc2Oc2ccccc21)NC1CCS(=O)(=O)C1 (stereo not given)	9.2	-42.2
S=c1nc(-c2ccccc2)[nH]n1-c1ccccc1	/	48.8
CCOC(=O)N1CCN(S(=O)(=O)c2ccc(OCC)cc2)CC1	-1.8	/
Cn1c(=O)[nH]c(=O)c2c1nc(Br)n2CCSc1ncccn1	4.7	-13.5
Cc1ccccc1NC(=O)C(C)c1ccc(-c2ccccc2)c(F)c1 (stereo not given)	-9.0	/
COC(=O)c1cc(OC)c(OC)cc1NC(=O)CSc1ccccc1	-12.0	/
CCOC(=O)c1c(C)n(C)c2ccc(O)c(CN(CC)CC)c12	55.7	/
CCNCc1cc2cc(C)ccc2[nH]c1=O	-6.6	-0.7
CCOC(=O)C(NC(=O)c1ccccc1)=C1CCCCC1	-3.9	-3.7
CCCc1cc(C(=O)Nc2sc(C)c(CC)c2C#N)no1	/	52.7*
Fc1ccc(Cn2nnnc2CN2CCN(C3CCCC3)CC2)cc1	-8.0	-12.4
Cc1ccc(S(=O)(=O)Nn2c(C)nnc2-n2nc(C)cc2C)cc1	-13.3	0.9
Cc1ccc(NC(=O)c2c(O)c3ccccc3n(C)c2=O)nc1	-59.3	31.5
COc1ccc(N2CCN(S(=O)(=O)c3cccs3)CC2)cc1	105.1	-11.2
CCOCN(C(=O)Cn1c(COC)nc2ccccc21)c1c(C)cccc1CC	5.8	/
Cc1ccc2c(NC(=O)C3CC3)c(C)ccc2n1	-9.8	-2.9
O=C(CN(C(=O)c1cc2c(s1)CCC2)C1CCCC1)NCc1cccs1	7.7	-5.3
Cc1ccc(NC(=O)CCC(=O)NNS(=O)(=O)c2ccccc2)c(C)c1	-9.3	/
COc1ccc(C2c3c4c(n(C)c3CCN2C)CCN(C)C4c2ccc(OC)cc2)cc1 (stereo not given)	-3.6	/
CCOC(=O)N1CCC(NC(=O)C2CCCN(S(=O)(=O)c3ccc4c(c3)oc(=O)n4C)C2)CC1 (stereo not given)	-4.1	/
CCCC(=O)NCCc1ccc(S(N)(=O)=O)cc1	7.7	/
O=C(NC1CCCCCC1)c1cc(S(=O)(=O)N2CCOCC2)ccc1N1CCCCC1	-11.9	9.8
Cc1nn(CCOc2ccccc2)c(=O)n1-c1ccccc1	12.9	/
CC(C)(C)c1cc(NC(=O)COC(=O)c2ccc3c(=O)n4c(nc3c2)CCC4)n(-c2ccccc2)n1	-12.8	-5.3
CN(C)CCCNc1c(C(=O)O)cnc2c1cnn2C	5.8	/
CC(C)Cn1c(N)c(C(=O)NCc2cccs2)c2nc3ccccc3nc21	-156.7	-48.2
Cc1cc(NS(=O)(=O)c2ccc(OCCNS(C)(=O)=O)cc2)no1	-2.2	1.0
CC1=C/C(=N\OC(=O)/C=C/c2ccccc2)C(C)=CC1=O	-11.5	/

Compound profiles, from the list above. Values in the order: RmlCD inh mix | HIV RNase H inh
`CC(C)(C)c1cc(NC(=O)COC(=O)c2ccc3c(=O)n4c(nc3c2)CCC4)n(-c2ccccc2)n1` is listed with -12.8 | -5.3
`Fc1ccc(Cn2nnnc2CN2CCN(C3CCCC3)CC2)cc1` is listed with -8.0 | -12.4
`Cc1ccc(S(=O)(=O)Nn2c(C)nnc2-n2nc(C)cc2C)cc1` is listed with -13.3 | 0.9
`Cc1ccc(NC(=O)c2c(O)c3ccccc3n(C)c2=O)nc1` is listed with -59.3 | 31.5
